# High-throughput results (PubChem)
# HIV RNase H inh – blocks HIV-1 RNase H cleavage of RNA/DNA duplex; RT-RNase H RNA/DNA duplex cleavage, fluorescence; 65,000 compounds, 1.9% hits; AID 565; P04585; inhibition, % at 10 µM; in the data active means inhibition above about 50%
# RmlC RmlD mix – mixture blocks RmlC and RmlD coupled enzyme activity; RmlC/RmlD coupled enzyme inhibition, 384-well mixture HTS; inhibition, % at 5.5 µM; 110,000 compounds, 0.39% hits; in the data active means inhibition above about 30%, passing the limit was not always enough; further: strong numbers were not always called active
# * hit, by the source's call; / = not tested or not shown.
SMILES	HIV RNase H inh	RmlC RmlD mix
O=C(NCCc1ccc(Cl)cc1)C1CCC(=O)N1Cc1ccccc1Cl (stereo not given)	/	-10
COc1ccc(C(CC(=O)N2CCOCC2)c2c(OC)cc(OC)c3ccc(=O)oc23)cc1 (stereo not given)	/	22
COc1nc(C)nc2c1ccc1ccccc12	/	-23
NS(=O)(=O)c1cc2c(cc1Cl)NC(C1C[C@H]3C=C[C@@H]1C3)NS2(=O)=O (stereo not given in full)	-2	-11
Cc1nc(SCc2nc3ccccc3[nH]2)c2oc3ccccc3c2n1	-23	6
CCCCNC(=O)c1onc(CSc2ccc(C(C)C)cc2)c1C(=O)O	/	5
O=C(O)C1CC(=O)N(c2ccc(OCc3ccc(Cl)cc3Cl)cc2)C1 (stereo not given)	/	8
Cc1ccc(C)n1NC(=O)c1ccc(Cl)cc1	/	-11
CCOC(=O)c1c(NC(=O)CC)sc(C(C)=O)c1C	9	-2
CC(C)=CCc1c([C@@H]2CCc3ccc(O)cc3O2)cc2c(c1O)OC(C)(C)C=C2	/	-10
CC(=O)c1ccc(C(=O)Nc2ccc(N3CCOCC3)cc2)cc1	2	18
Cc1nc2ccc(CN(C)c3ccc(C(=O)N[C@@H](CCC(=O)O)C(=O)O)s3)cc2c(=O)[nH]1	/	-6
COc1ccc(-c2nnc3ccc(SCC(=O)N4CCCCC4)nn23)cc1OC	-11	8
CCOC(=O)c1sc(C(=O)OCC)c(OCCO)c1OCCO	-8	11
CCN1CCN(C(=O)Nc2ccccc2OC)CC1	/	7
O=C(C1Cc2ccccc2CN1S(=O)(=O)c1ccc(F)cc1)N1CCCCC1 (stereo not given)	-23	-14
CC(C)(C)SCCNC(=O)COc1ccc(Cl)cc1	-1	-1
Cn1c(O)c(C(=O)c2ccccc2F)c(=O)n(C)c1=O	/	-19
O=C(CN1CCN(S(=O)(=O)c2ccc(Br)cc2)CC1)Nc1ccc2c(c1)OCO2	1	-5
CCC(C)Nc1nc(-c2cccc(OC)c2O)nc2ccccc12 (stereo not given)	-7	11
COc1ccc(C(=O)Nc2ccccc2N2CCOCC2)cc1Br	7	/
Cc1ccc(-c2csc(/C(C#N)=C(\O)CN3CCN(C(=O)c4ccco4)CC3)n2)cc1	11	/
C=CCn1c(SCC(=O)NCCOC)nc2scc(-c3ccco3)c2c1=O	4	/
O=C1N=C(N2CCCCC2)SC1=C1CCCCC1	/	6
CCc1ccccc1NS(=O)(=O)c1ccc2[nH]cc(C(=O)NCc3ccco3)c(=O)c2c1	2	/
O=C(c1cccc(Cl)c1)N1CCN(c2ccccn2)CC1	9	-8
O=C(CSc1n[nH]c(-c2cccs2)n1)N1CCN(S(=O)(=O)c2ccc3ccccc3c2)CC1	/	-3
Cc1cccc(C(=O)N2CCC(=O)N(C(COCc3cccc(Cl)c3)Cc3ccccc3)CC2)c1 (stereo not given)	/	-6
CCC(Sc1nc2c(cnn2-c2ccccc2)c(=O)[nH]1)C(=O)OC (stereo not given)	-30	-7
O=C(COC(=O)c1ccccc1Nc1ccccc1)NCc1ccco1	7	-11
Cc1cc(C)n(CC(=O)c2ccccc2)c(=O)c1C#N	-7	9
COc1ccccc1NC(=O)N(C1CCCC1)C1CCN(C(C)=O)CC1	-7	-8
Cc1oc(-c2ccccc2F)nc1CN1CCC(C(=O)NC2CC2)CC1	0	8
CCOC(=O)c1ccc(NC(=O)CSc2nnnn2CCCO)cc1	-6	1
CC1CCCN(C(=O)CCCn2c(=S)[nH]c3ccccc3c2=O)C1 (stereo not given)	/	12
O=C(c1ccc(Br)cc1)c1cc([N+](=O)[O-])ccc1N1CCCCC1	/	10
Cc1cccc(-c2nc(CN3CCCC(C(=O)NC4CCCCCC4)C3)c(C)o2)c1 (stereo not given)	6	3
CN(C)c1nc(N(C)C)nc(N2CCCCC2)n1	/	-15
Cc1cc(SCC(=O)N2CCC(c3noc4ccc(F)cc34)CC2)nc2ccccc12	-68	105
COc1ccc(/C(C)=C2/SC(=S)N(CCC(=O)O)C2=O)cc1	/	1

# In another format: two of the compounds above
# Under each structure – HIV RNase H inh	RmlC RmlD mix
O=C(c1ccc(Br)cc1)c1cc([N+](=O)[O-])ccc1N1CCCCC1
 : /	10
Cc1cccc(-c2nc(CN3CCCC(C(=O)NC4CCCCCC4)C3)c(C)o2)c1 (stereo not given)
 : 6	3

# Next entries follow:
SMILES	HIV RNase H inh	RmlC RmlD mix
CC(C)[C@H](N)c1nnc(SCc2ccc(Cl)cc2)o1	-17	0
COc1ccc2[nH]c(=O)c(CN(C(=O)NC3CCCCC3)C3CCCCC3)cc2c1	-7	10
Cc1ccsc1C(=O)Nc1nnc(-c2ccco2)o1	4	-8
CC12CN3CC(C)(CN(C1)C3c1cccs1)C2O (stereo not given)	-1	5
CCN(CCCl)Cc1ccccc1Br	/	7
CCOC(=O)C(/C=C(\C#N)C(=O)OCC)=C(/N)N1CCN(c2ccc(Cl)cc2)CC1	/	-8
O=S1(=O)CCN(Cc2ccc(Cl)c(Cl)c2)CC1	/	5
Cc1ccc(NC(=O)CS(=O)CC(=O)N(CC(=O)NC2CCCC2)c2cccc(C)c2C)cc1 (stereo not given)	0	0
CCOC(=O)N1CCN(C(=O)c2ccc(OCC)c(OCC)c2)CC1	/	-9
O=C1C2C3C=CC(C3=C3CCCCC3)C2C(=O)N1Cc1ccccc1 (stereo not given)	-4	0
Cc1cccc(C)c1OCC(=O)NNC(=O)c1ccoc1C	/	-112
CC(=O)Nc1sc2c(c1C(c1ccc(Cl)cc1)N1CCOCC1)CCCC2 (stereo not given)	/	-14
C=CCn1c(Cc2ccc(OC)cc2)nnc1SCC(=O)NCCc1ccccc1	/	6
CC1(C)CC(=O)CC(C)(C)N1OC(=O)c1ccco1	/	6
COc1ccccc1C(=O)Nc1ccc2c(c1)nc(CN1CCN(C(C)=O)CC1)n2C	-2	-4
N#CCCN1CCN(C(=S)c2ccc(-c3ccc(Cl)cc3)o2)CC1	56*	40
Nc1nnnn1/N=C/c1ccccc1OCc1ccccc1	-18	-8
CCN1C(=O)/C(=c2\o/c(=C3\C=Cc4ccccc4N3CC)c(=O)n2CC)SC1=S	11	-12
CC1(C)CC(=O)C2=C(C1)NC(=O)CC2c1ccccc1F (stereo not given)	-11	-12
Cc1ccc(CCN2CC(C(=O)NCCCN(C)Cc3ccccc3)CC2=O)cc1 (stereo not given)	-9	1

# One compound at a time, as listed above:
# CCOC(=O)c1sc(C(=O)OCC)c(OCCO)c1OCCO as listed: HIV RNase H inh = -8; RmlC RmlD mix = 11
# CC(C)[C@H](N)c1nnc(SCc2ccc(Cl)cc2)o1 as listed: HIV RNase H inh = -17; RmlC RmlD mix = 0
# O=C1N=C(N2CCCCC2)SC1=C1CCCCC1 as listed: HIV RNase H inh = /; RmlC RmlD mix = 6

# Next part:
SMILES	HIV RNase H inh	RmlC RmlD mix
COc1ccc(CCn2c(=N)c(C(=O)NCc3ccco3)cc3c(=O)n4ccccc4nc32)cc1	11	/
CCCCC(=NCCO)C1=C(O)C(C(=O)OC)C(C)(C)CC1=O (stereo not given)	-5	2
Cc1cc(C)cc(N(CC(=O)NCC2CCCO2)S(=O)(=O)c2c(C)noc2C)c1 (stereo not given)	-5	-1
Cc1nnc2ccc(N3CCN(c4cccc(C(F)(F)F)c4)CC3)nn12	-25	4
CC/C(=C(\c1ccc(O)cc1)c1ccc(OCCN(C)C)cc1)c1ccccc1	/	7
COc1ccc(C[C@@H]2CN3C(=NC[C@@H]3Cc3ccc(O)cc3)N2C[C@H](C)NC(=O)CCC2CCCCC2)cc1	/	6
CN(C(=O)COc1ccc(C(C)(C)C)cc1)C1CCS(=O)(=O)C1 (stereo not given)	-2	5
Cn1c(SCC(=O)c2ccccc2)nnc1-c1cnccn1	-10	6
Cn1c(CN2CCCC2)nc2cc(NC(=O)COc3ccccc3)ccc21	/	4
COC(=O)c1cc2nc(-c3ccccc3)cc(C)n2n1	4	-11
O=c1oc(-c2cccs2)nc2scc(-c3cccs3)c12	4	/
C=CCn1c(N)nc2ccccc21	-15	9
O=c1[nH]c(N2CCN(Cc3ccc4c(c3)OCO4)CC2)nc2c1CCC2	-6	46
COc1ccc(/C=C/C(=O)c2sc(-c3ccccc3)nc2C)cc1	/	5
CCOC(=O)C1CCN(S(=O)(=O)c2ccc(Cl)cc2OC)CC1	/	2
O=C1C2C3C=CC(C4CC34)C2C(=O)N1/N=C/c1ccc(-c2ccc(Cl)cc2[N+](=O)[O-])o1 (stereo not given)	/	-15
CC(=O)NC(Cc1cc(C)ccc1C)C(=O)N1CCN(C(=O)Nc2ccc(C(C)=O)cc2)CC1 (stereo not given)	-5	7
Cc1ccccc1C1NS(=O)(=O)N=C1N (stereo not given)	/	-10
CC1(C)CC(=O)c2c(-c3cccnc3)n[nH]c2C1	-6	58
CC(C)C(C(=O)NCC1CCCO1)N(Cc1ccco1)C(=O)CNS(=O)(=O)c1ccc(F)cc1 (stereo not given)	-6	-8
Cc1ccc(-c2nn(CCC(=O)NCC3CCCO3)c(=O)c3ccccc23)cc1 (stereo not given)	-6	4
COc1ccc(C(=O)Nc2cc(C)ccc2NC(=O)COc2ccccc2)cc1	/	-9
COCCNC(=O)CSc1nc2nc(C)cc(C)n2n1	0	7
O=C(Nc1ccc(Br)cc1)c1cccnc1N1CCCCC1	/	9
COCCCNC(=O)CCc1nc2cccnc2n1Cc1ccccc1	4	5
CCOc1ccc(C2C=C(c3ccccc3)Nc3ncnn32)cc1 (stereo not given)	0	15
COc1cc(N2CCCC2)c(OC)cc1/C=C(/C#N)c1cccc(Br)c1	/	8
CN(CCNC(=O)c1cccc(N2CCCC2=O)c1)Cc1ccccc1	-26	-11
COc1ccc(CCN2C(=O)CC(NCCc3ccc(S(N)(=O)=O)cc3)C2=O)cc1OC (stereo not given)	/	-10
COC(=O)C1=C(C(=O)OC)C2(OC1c1cccc(F)c1)C(=O)c1ccccc1C2=O (stereo not given)	/	-6
COn1c(-n2nc(C)cc2C)nc2ccccc2c1=O	9	7
CC(C)Sc1nnc(-c2c[nH]c3ccccc23)n1C	-1	7
COC(=O)c1c(O)c2ccccc2[nH]c1=O	/	-12
C=CCN1CC(c2nc3ccccc3n2CCOc2ccccc2)CC1=O (stereo not given)	-4	-9
COc1ccc(CCNCc2ccccc2F)cc1OC	/	3
CCOC(=O)c1cc(C)n(-n2cnnc2)c1C	-10	1
Cn1c(CCNC(=O)c2ccco2)nc2cc(NS(=O)(=O)c3ccccc3)ccc21	-16	9
CCOC(=O)c1c(C)[nH]c(C(=O)COC(=O)CSCC(=O)N(CC)CC)c1C	5	-8
CCN(CC)C(=O)C(C)OC(=O)c1ccc(O)cc1 (stereo not given)	0	1
Nc1cc(C(=O)O)ccc1N1CCCCC1	/	-4
Cc1cc(C)nc(NS(=O)(=O)c2ccc(Br)cc2)n1	-5	39
CCN(CC)CCOc1nnc(-c2ccc(C)cc2)c2ccccc12	/	-12
Cc1cc(NC(=O)C2CCCN(S(=O)(=O)c3cnc[nH]3)C2)ccc1Br (stereo not given)	16	0
O=C(Cc1cn2ccsc2n1)Nc1ccccn1	20	-4
Cn1c(SCc2c(F)cccc2Cl)nnc1-c1cccs1	-11	6
CCOC(=O)C1CCN(c2c(C(=O)c3ccccc3)cnc3ccc(Cl)cc23)CC1	/	-12
CCOCCCn1c(C)nc2c(c1=O)c1nc3ccccc3nc1n2CCC1=CCCCC1	-25	/
O=C(CCC1CCCCC1)Nc1c2c(nn1-c1ccc(F)cc1)CS(=O)C2 (stereo not given)	0	-8
COc1ccc(CNC(=O)C2(CC3CC(c4ccccc4)=NO3)CCNCC2)cc1 (stereo not given)	/	-2
O=C1c2ccccc2C(=O)N1Cc1nc(-c2ccccn2)no1	-14	-12
Cc1cccc(C)c1NC(=O)CN1C(=O)S/C(=C\c2cccn2C)C1=O	/	-13
CCCCC(=O)Nc1ccc(C(=O)Nc2ccc(S(=O)(=O)N3CCCC3)cc2)cc1	5	-458
c1ccc2nc(N3CCCC3)c(N3CCCC3)nc2c1	-30	-17
Cc1ccc(NC(=O)CN(C)c2ccc(S(=O)(=O)N3CCN(C)CC3)cn2)cc1	-2	-10
COc1ccc(CN2CCn3ncc(C(=O)Nc4cc(C)cc(C)c4)c3C2=O)cc1	/	-5
O=C(NCCc1ccccc1)c1cc2ncc(Br)cn2n1	-8	-13
Cc1cc(C)c(NC(=O)c2ccc(S(=O)(=O)N3CCOCC3)cc2)c(C)c1	-12	-7
C=CCSC1=N/C(=C\c2ccc3c(c2)OCO3)C(=O)S1	-67	-10
COC(=O)C1CCN(C(=O)c2ccccc2Oc2ccccc2)CC1	-6	3
O=C(NC1CCCC1)C1CCCN1C(=O)Nc1ccccc1 (stereo not given)	-35	13
CSc1ccc(CCNC(=O)C2CCN(c3nnc(-n4cccc4)s3)CC2)cc1	/	-6
COc1ccc(NC(=O)C2CC2)cc1-n1cnnn1	-12	-8
Cc1nc2nc(SCC(=O)N3CCC4(CC3)OCCO4)nn2c(C)c1Cc1ccccc1	/	1

# An excerpt of these results, with values under each structure.
# Values run as follows: HIV RNase H inh | RmlC RmlD mix
COc1ccc(NC(=O)C2CC2)cc1-n1cnnn1
 : -12 | -8
CCCCC(=O)Nc1ccc(C(=O)Nc2ccc(S(=O)(=O)N3CCCC3)cc2)cc1
 : 5 | -458
COC(=O)C1CCN(C(=O)c2ccccc2Oc2ccccc2)CC1
 : -6 | 3
O=C(NCCc1ccccc1)c1cc2ncc(Br)cn2n1
 : -8 | -13
Cc1cc(C)nc(NS(=O)(=O)c2ccc(Br)cc2)n1
 : -5 | 39

# Only part of the results is shown. The share of hits here may be higher or lower than overall.
